# High-throughput results as filed in PubChem.
# Pf Dd2 growth: blocks in vitro growth of P. falciparum Dd2. P. falciparum Dd2 growth, SYBR Green, 72 h. Potency, µM (highest dose often 28.9 µM), for the others: top-dose activity, negative = inhibition, usual class: inhibitors. actives 4.3% (n = 120,000); active = well fitted inhibition curve with a large enough effect; inconclusive = small, poorly fitted or top-dose-only effect; inactive = no such curve, though single readings can be large or run the other way;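 note: plate controls were DMSO vehicle for no effect and reference drug for full effect; nearly all actives have a fitted effect of over 65% in size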
#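 Infected erythrocytes (Dd2, 0.3% parasitemia, 2.5% hematocrit final) are added to compound in RPMI-1640/Albumax II medium, grown 72 h at 37C in low oxygen, then lysed with saponin/Triton-X containing SYBR Green and read by fluorescence.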
# Active calls of the source: *; i = inactive; ? = inconclusive; [ ] = dose if it differs, or a comment. Potency is the fitted concentration of half-maximal effect. Not all compounds are listed; rates above refer to the full screens.
SMILES,Pf Dd2 growth
COc1cccc(CNC(=O)Cn2c(=O)nc(-c3ccccc3F)c3cc(Cl)ccc32)c1,11%
CCn1c(=O)cc(SCC(=O)NCc2ccc(C)cc2)c2ccccc21,i
COc1cccc(NC(CNS(=O)(=O)c2ccc(C)cc2)c2ccccc2)c1 (stereo not given),?
CCOc1ccc(Nc2ncnc3c2nc2n3CCCCC2)cc1,-11%
O=C(Nc1cccc(F)c1)[C@H](CSCc1ccccc1)N1Cc2ccccc2C1=O,i
CC(C)CCNC(=O)c1cc(-c2cccnc2)nc2ccc(S(=O)(=O)N3CCC(C)CC3)cc12,30%
O=C(NCc1ccccn1)C1c2ccccc2C(=O)N(Cc2ccccc2)C12CCCC2 (stereo not given),?
C=CCC(=O)N1CCCC1C(=O)Nc1ccccc1-c1ccc(OC)cc1 (stereo not given),-5%
O=S(=O)(NC[C@H]1OC[C@@H](NCc2cccnc2)[C@@H]1O)c1ccccc1,-7%[44.1 µM]
COc1ccc(-c2c(C)nn3c(N4CCN(c5ccccc5F)CC4)cc(C)nc23)cc1OC,-14%
O=C(CCNc1c(-c2cccc(F)c2)nc2cnccn12)NCC1CCCO1 (stereo not given),i
Cc1ccn2c(Nc3ccc4c(c3)OCCO4)c(-c3ccc(C)o3)nc2c1,?
CCc1noc(-c2cccn3c(CNC(=O)c4ccc(F)c(F)c4)nnc23)n1,-4%
COc1ccc(CN2CC3(CCN(C(=O)Nc4ccc(C)c(C)c4)CC3)C2=O)cc1,i
Cc1nn(CCCC(=O)Nc2ccccc2C(F)(F)F)c(=O)c2nn(-c3ccccc3)c(C)c12,?
CC(=O)Nc1ccc(NC(=O)Cn2nc(C(=O)Nc3ccc(C)cc3)ccc2=O)cc1,3%
O=C(Nc1ccc(OC(F)(F)F)cc1)NC1COc2ccccc2C1 (stereo not given),-13%
Cc1coc2c(C)c3oc(=O)c(CCC(=O)N4CCCCC4)c(C)c3cc12,?
O=C(Nc1ccc2ncnc(N3CCCCC3)c2c1)c1cc(F)ccc1F,i
CC[C@H]1CN(C(=O)Nc2cccc(C(F)(F)F)c2)CC[C@H]1CC(=O)NCc1ccc(OC)cc1,i
O=C1N(CCC2CCOC2)c2ccccc2NC12CCNCC2 (stereo not given),?
O=C(NCC1Cn2cccc2C(=O)N1Cc1ccccc1)C1CCOCC1 (stereo not given),0%
Fc1ccc(CN2CCn3c(nnc3-c3ccncc3)C2)cc1,10%
Clc1cccc(N2CCN(c3nc4ccccc4n4nnnc34)CC2)c1,?
CC(C)CCNC(=O)Cn1ccn2nc(-c3ccccc3)c(CO)c2c1=O,i
Cc1ccc(-c2nc3ccccc3[nH]2)cc1NC(=O)COc1ccc(Cl)cc1Cl,?
Cc1nc(-c2cccs2)cc([C@H]2CN3CC[C@H]2C[C@@H]3CNC(=O)N2CCOCC2)n1,i
O=C(CCCCCn1c(=O)c2sccc2n(CC(=O)Nc2cc(C(F)(F)F)ccc2Cl)c1=O)NCc1ccccc1Cl,?
Cc1cccc2c1-c1sc(C(=O)NCCc3ccc(Cl)cc3)cc1CO2,-24%
COC(=O)c1ccc(OCC2c3cc(OC)c(OC)cc3CCN2C(=O)Cc2ccccc2)cc1 (stereo not given),?
Cc1ccccc1-c1nc2cc(NC(=O)COc3ccc(F)cc3)ccc2o1,-17%
Cc1noc2c(-c3ccc(N4CCOCC4)cc3)cc(-c3ccccc3)nc12,i
O=C(Nc1cccc(C(F)(F)F)c1)c1nc2c(o1)CCN(Cc1ccc(F)cc1)CC2,?
CC(C)Oc1ccc(CNC(=O)c2ccc3nc(C(C)C)oc3c2)cc1,89%[activator]
Cc1ncsc1CN1C(=O)CO[C@H](c2ccc(NC(=O)c3cccnc3)cc2)[C@H]1CO,-1%
CC(C)N1CCN(C(=O)c2ccc3c(c2)C(O)CCCCCN3C)CC1 (stereo not given),-12%
Cc1ccc(Cl)cc1NC(=O)CSc1nc2ccccc2nc1Cc1ccccc1,13%
COc1ccc(-c2cc(N3CCC(NC(=O)c4cccc(OC(F)(F)F)c4)C3)n[nH]2)cc1 (stereo not given),-8%
Cc1nc2nc(C)c(CCC(=O)NCCc3ccccc3)c(C)n2n1,i
CCCS(=O)(=O)Nc1ccc(=O)n2c1[C@@H]1C[C@@H](CN(C(=O)Nc3ccc(OC)cc3)C1)C2,25%
O=C1Nc2ccccc2CC12CN(Cc1ccccn1)C2,-21%[44.1 µM]
Cc1ccc(C(=O)N2CCC3(CC2)NC(=O)N(c2ccc(F)cc2)N3)s1,i
Cc1ccc2nc(-c3ccc(Cl)cc3)cc(C(=O)OCC(=O)c3ccccc3)c2c1,0%
COc1ccc(C(=O)N2C[C@@H]3C[C@H](C2)c2c(NC(=O)c4ccco4)ccc(=O)n2C3)cc1,10%[44.1 µM]
O=C(NCc1cccnc1)[C@@H]1C[C@@H](O)CN1C1CCN(C(=O)Cc2ccccc2)CC1,7%
CN1CC(=O)N(CC(=O)Nc2ccc(OC(F)(F)F)cc2)c2ccccc2C1=O,i
Cc1ccc(NC(=O)N2CCCC(Cn3c(C4CC4)nc4cccnc43)C2)cc1F (stereo not given),?
Cc1cc(NC(=O)Nc2nnc(N3CCCCC3)s2)ccc1Br,3%

# 4 entries already listed, arranged by count of non-hydrogen atoms, descending:
SMILES,Pf Dd2 growth
COc1ccc(-c2cc(N3CCC(NC(=O)c4cccc(OC(F)(F)F)c4)C3)n[nH]2)cc1 (stereo not given),-8%
O=C(NCc1cccnc1)[C@@H]1C[C@@H](O)CN1C1CCN(C(=O)Cc2ccccc2)CC1,7%
Cc1ccc(Cl)cc1NC(=O)CSc1nc2ccccc2nc1Cc1ccccc1,13%
Cc1ccc(C(=O)N2CCC3(CC2)NC(=O)N(c2ccc(F)cc2)N3)s1,i

# New compounds follow
SMILES,Pf Dd2 growth
C=CCNC(=O)C[C@@H]1CCN(C(=O)c2ccnc(Cl)c2)C[C@@H]1CC,16%[44.1 µM]
CC1(C(=O)NCC2CC2)CCCc2cnc(NCc3ccccc3)nc21 (stereo not given),?
CC(NC(=O)Cn1ccc2cc(S(=O)(=O)N3CCCCCC3)ccc21)c1ccccc1 (stereo not given),22%
COc1ccc(NC(=O)Nc2nnc(N3CCCCCC3)s2)cc1,-5%
CCO[C@H]1CN(C(=O)c2cnn(-c3ccccc3OC)c2)C[C@@H]1O,-15%
CC1CCN(C(=O)c2cc3c(=O)n(C)c4cc(Cl)ccc4c3s2)CC1,9%
O=C(c1ccc(C(F)(F)F)cc1)N1CCC(c2nc(-c3ccc(S(=O)(=O)N4CCCC4)cc3)no2)CC1,-15%
COCC(=O)N1CC[C@H]2CC(=O)N(CCc3cccc(OC)c3OC)CC[C@H]2C1,-15%[44.1 µM]
CN1CCN(S(=O)(=O)c2ccc(F)cc2)CC12CCNC(=O)CC2 (stereo not given),-18%
O=C1CN(C(=O)CCC(=O)N2CCCC(c3nc(C4CCOCC4)no3)C2)c2ccccc2N1 (stereo not given),-13%
COc1ccc(C2CCC(=O)N2Cc2ccc3c(c2)OCO3)cc1 (stereo not given),6%
CCc1ccc2ncc3c(-c4ccc(C)cc4)nn(CC(=O)Nc4ccc(C)cc4)c3c2c1,65%[activator]
COC(=O)c1cccc(-n2c(CCC(=O)O)ccc2-c2ccc(OC)cc2)c1,?
Cc1nnc2n1CCC(NC(=O)Cc1cccs1)CC2 (stereo not given),50%[activator]
CCOc1cc(C2C(C(=O)OC)=C(C)NC3=C2C(=O)c2ccccc23)c(Br)cc1OC (stereo not given),?
CN(C)C[C@@H]1CN(c2ncccn2)C[C@H]1NC(=O)c1ccc2[nH]ccc2c1,i
CCCCNC(=O)CN1C(=O)COc2ccc(S(=O)(=O)N3CCCC3)cc21,32%[activator]
CCOC(=O)c1cccc(NC(=O)N2CC(CC)Sc3ccccc32)c1 (stereo not given),9%
Cc1noc(C)c1S(=O)(=O)N1CCCCC1c1nc(CCOCC2CCCC2)no1 (stereo not given),?
Cc1cccc(C(=O)N2CCC(n3cc(-c4nc(C)no4)nn3)CC2)c1,-6%
Cc1noc(C)c1-c1cc(-c2ccc(N3CCOCC3)nc2)cn2cncc12,?
CN(CCc1ccccn1)[C@@H]1[C@H](O)[C@H](CO)O[C@@H]1CNC(=O)Nc1ccc(F)cc1F,7%
CN1CCCCCC(O)c2cc(C(=O)NCc3cccc(C(F)(F)F)c3)ccc21 (stereo not given),10µM*
CCn1c2ccccc2c2cc(CN3CCN(Cc4ccccc4C)CC3)ccc21,?
O=C(Nc1cccc(C(F)(F)F)c1)c1cc(-c2ccc[nH]2)n[nH]1,-20%
COc1cccc(NC(=O)Cn2nc(C)c3c(C)n(-c4ccccc4)nc3c2=O)c1,25%
CN(CC1CCOC1)C(=O)c1ccc(F)cc1F (stereo not given),i[5.79 µM]
COc1cc2c(cc1OCc1ccncc1)NC(=O)C21CCN(Cc2nccs2)CC1,?
O=C(c1ccc2c(c1)OCO2)N1CCN2C(=O)N(Cc3cccnc3)C[C@H]2C1,26%[44.1 µM]
COCCNC(=O)c1ccc(OC2CCN(Cc3cccc4nonc34)CC2)c(Cl)c1,?
CCOc1ccc(C(=O)c2cn(CC(=O)Nc3ccc4c(c3)OCCO4)c3ccc(OC)cc3c2=O)cc1,-22%
c1cc(-c2cc(-c3cn[nH]c3)cn3cncc23)ccn1,i
CC(C)CN1C(=O)c2cccn2CC1C(=O)NCc1cc(F)ccc1F (stereo not given),i
CCN(c1ccc(OC)cc1)S(=O)(=O)c1nnc(NC(=O)c2ccccc2Cl)s1,11%
O=C(NCC1CC1)c1cccc(OC2CN(C3CCCCC3)C2)c1,?
COCCN1CCCCCC(O)c2cc(C(=O)NCCCc3ccccc3)ccc21 (stereo not given),-24%
CCOc1ccccc1NC(=O)Cn1nc(N2CCN(c3ccccc3)CC2)ccc1=O,-15%
COc1ccc(-c2cc(N3CCCC(NC(=O)c4ccccc4)C3)n[nH]2)cc1 (stereo not given),i
C=CCNC(=O)N[C@H]1C[C@@H](C(=O)N[C@@H](CCS(C)(=O)=O)C(N)=O)N(C(=O)CSC)C1,4%
Cc1ccc2nc(SC(Cc3cc(Cl)ccc3Cl)C(=O)O)[nH]c2c1 (stereo not given),5%
COc1ccc(CN2CCNC(=O)C2CC(=O)NC(C)(C)CO)cc1OC (stereo not given),6%
O=C(c1cccc(F)c1)N1CCN(c2cc(-c3ccc(Cl)cc3)[nH]n2)CC1,i
COc1ccc(-c2cc3c(=O)n(CCNC(=O)c4ccc5c(c4)OCO5)ccn3n2)cc1,i
CCCc1cnc2c(c1SCC(=O)Nc1cccc(C)c1C)c(=O)n(C)c(=O)n2C,1%
COc1ccc(-c2nc(-c3ccccc3)nc3c2CN(C(=O)N(C)C)CC3)cc1,?
CCC(=O)OCc1cnc(C)c2oc(=O)c(C(=O)Nc3ccc(CC)cc3)cc12,-36%
COc1cccc(CN2CCC3(CC2)CN[S+](=O)([O-])c2ccccc2N3)c1,i
Cc1ccc(CCNC(=O)Cn2ncc3c([nH]c4ccc(C)cc43)c2=O)cc1,i

# Structures from the list above with a furan ring, fused or not (3):
SMILES,Pf Dd2 growth
Cc1ccn2c(Nc3ccc4c(c3)OCCO4)c(-c3ccc(C)o3)nc2c1,?
Cc1coc2c(C)c3oc(=O)c(CCC(=O)N4CCCCC4)c(C)c3cc12,?
COc1ccc(C(=O)N2C[C@@H]3C[C@H](C2)c2c(NC(=O)c4ccco4)ccc(=O)n2C3)cc1,10%[44.1 µM]

# Reprinted at random: four records from the list
SMILES,Pf Dd2 growth
COc1ccc(-c2cc3c(=O)n(CCNC(=O)c4ccc5c(c4)OCO5)ccn3n2)cc1,i
Cc1ccc(CCNC(=O)Cn2ncc3c([nH]c4ccc(C)cc43)c2=O)cc1,i
CCCc1cnc2c(c1SCC(=O)Nc1cccc(C)c1C)c(=O)n(C)c(=O)n2C,1%
CCC(=O)OCc1cnc(C)c2oc(=O)c(C(=O)Nc3ccc(CC)cc3)cc12,-36%

# (list continues)
SMILES,Pf Dd2 growth
Cc1nn(C(=O)c2ccccc2F)c(C)c1S(=O)(=O)N1CCCCCC1,i
CN(C)CCNC(=O)c1nc2nc(-c3ccccc3)c(-c3ccncc3)cc2n1C,?
CCOC(=O)c1cccc(NC(=O)c2cnc(-c3ccc(C)cc3)nc2-c2ccncc2)c1,i
Cc1nc2c(c(-c3ccc(O)cc3)n1)CN(Cc1ccc(OC(F)(F)F)cc1)CCC2,?
Cc1cc(OCCN2CCOCC2)c(C)c2c1CC[C@@H]([C@H](C)C(=O)NC(C)(C)C)C2,i
O=C(NC1CC(=O)N(c2ccccc2)C1)c1cccs1 (stereo not given),118%[activator]
COc1ccc2[nH]c3c(c2c1)CCN(C)C31CCN(C(=O)c2ccsc2)CC1,i
O=C(NCc1ccco1)C1CC(=O)N(c2n[nH]c3cccc(F)c23)C1 (stereo not given),6%
Cc1ccc(-n2c(=O)c3ccccc3n(CC(=O)Nc3cccc(C(F)(F)F)c3)c2=O)cc1,-6%
CN1CCc2[nH]cnc2C12CCN(C(=O)Cc1ccc(F)cc1Cl)CC2,-2%
Cc1ccc(NC(=O)N2CCC(CCNC(=O)c3ccc(F)cc3)CC2)cc1F,?
CN1[C@@H](CCC(=O)NCc2ccccc2)CNC(=O)[C@@H]2[C@H]1CCN2Cc1cccc(Cl)c1,?
COCC(C)NC(=O)C1=CC(c2ccc3c(c2)OCO3)=NS(=O)(=O)N1C (stereo not given),10%
COCCC1(NS(C)(=O)=O)CCN(C(=O)c2cccc(C#N)c2)CC1,-9%
COCCn1c(=O)c2c(n1Cc1ccccc1)CN(Cc1cccc(C)n1)CC2,i
COc1cccc(CC(=O)N2CC(c3nnc(-c4ccncc4)o3)C3(CCOCC3)C2)c1 (stereo not given),i
CC(=O)Nc1ccc(NC(=O)c2nc(SCc3ccccc3C)ncc2Cl)cc1,?
Cc1cc(CNS(=O)(=O)c2ccc3c(c2)CCN(C(=O)C(O)C(C)C)C3)no1 (stereo not given),-5%
O=C(Nc1cccc(C2OC(=O)N(Cc3ccccc3)C2C(=O)Nc2ccccc2)c1)c1ccco1 (stereo not given),-5%
